BAZ2B inh = inhibitors of human BAZ2B bromodomain. Q9UIF8. 360,000 tested, 4.4% active. Potency, µM (titrated, usually from 114 µM), inactives show at the highest dose activity change, negative = inhibition, actives largely listed as inhibitors. AlphaScreen BAZ2B-H3K14Ac peptide displacement; also: % is scaled to controls: 0 for no effect and ±100 for the full control effect; nearly all actives have a fitted effect of over 60% in size
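Multi-concentration screen (max 110 uM) measuring displacement of acetylated histone H3 peptide from BAZ2B by AlphaScreen, using 50 nM protein, 50 nM peptide and 10 ug/mL streptavidin donor plus Ni-chelate acceptor beads.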
POLH inh = blocks human DNA polymerase eta activity; Q9Y253; recombinant Pol eta, fluorescent DNA replication assay; Potency, µM (highest dose often 114 µM), inactives show at the highest dose activity change, negative = inhibition, actives largely listed as inhibitors; 390,000 tested, 1.2% active; AID 588591; also: % is scaled to controls: 0 for no effect and ±100 for the full control effect
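Pol eta at 10 nM preincubated with compounds 15 min at room temperature; reaction started with fluorescent substrate (50 nM final) and read kinetically at 0 and 10 min.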
BLM helicase inh = blocks DNA unwinding by human BLM helicase; 350,000 tested, 0.2% active; Potency, µM (titrated, usually from 56.1 µM), without a hit: top-dose activity change, negative = inhibition, most hits filed as inhibitors; AID 2528; recombinant BLM DNA unwinding, fluorescence dequenching;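 also: plate controls were vehicle for no effect and no enzyme for full effect; nearly all actives have a fitted effect of over 35% in size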
G9a block = inhibitors of human histone lysine methyltransferase G9a | Q96KQ7 | Potency, µM (titrated, usually from 102 µM), inactives show at the top dose activity, negative = inhibition, actives largely listed as inhibitors | AID 504332 | 350,000 tested, 8.8% active | G9a H3K9 monomethylation, AlphaScreen, 2 h; also: % is scaled to controls: 0 for no effect and ±100 for the full control effect; nearly all actives have a fitted effect of over 75% in size
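G9a (20 nM) was preincubated 15 min with compound, then reacted 2 h at room temperature with 500 nM biotin-H3K9 peptide and 20 µM SAM. Monomethyl-H3K9 detected by AlphaScreen using anti-H3K9me1 antibody.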
POLK inh = DNA polymerase kappa (human) inhibition | purified Pol kappa, fluorescent DNA synthesis assay, 10 min | Potency, µM (top dose mostly 107 µM), for the others: at the top dose activity, negative = inhibition, usual class: inhibitors | 400,000 tested, 0.53% active | AID 588579; also: % is scaled to controls: 0 for no effect and ±100 for the full control effect
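Pol kappa 10 nM + cpd, 15 min RT; start w/ substrate 50 nM final; fluorescence kinetic read, 0 and 10 min. Neg ctrl: buffer, no enzyme.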
POLB inh = DNA polymerase beta (human) inhibition; P06746; Pol beta primer extension/strand displacement, fluorescence kinetic; Potency, µM (series often up to 114 µM), for the others: top-dose activity change, negative = inhibition, hits mostly inhibitors; 340,000 tested, 1.3% active; AID 485314; also: % is scaled to controls: 0 for no effect and ±100 for the full control effect
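Enzyme-only controls used 10 nM Pol beta; buffer lacking enzyme served as negative control. Compound preincubated 15 min, then 50 nM substrate added; 0 and 10 min reads at room temperature.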
Pol iota inh = inhibitors of human DNA polymerase iota. Q9UNA4. Pol iota fluorescent replication assay, 10 min. Potency, µM (titrated, usually from 115 µM), inactives show at the top dose activity, negative = inhibition, hits mostly inhibitors. 390,000 tested, 1% active
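Pol iota at 10 nM preincubated 15 min with compounds at room temperature; reaction started with fluorescent substrate, 50 nM final. Fluorescence read kinetically at 0 and 10 min; buffer-only wells as negative control.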
APE1 inh = blocks human APE1 abasic DNA cleavage. P27695. recombinant APE1, TAMRA/BHQ-2 abasic DNA cleavage fluorescence. Potency, µM (top dose mostly 65.8 µM), without a hit: at the highest dose activity change, negative = inhibition, usual class: inhibitors. 350,000 tested, 0.35% active. AID 2517;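 also: plate controls were vehicle for no effect and reference inhibitor for full effect; nearly all actives have a fitted effect of over 55% in size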
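Measures dequenching upon AP-site incision of a 5'-TAMRA/3'-BHQ-2 THF-containing duplex, 50 nM; human APE1 0.75 nM after 15 min room-temperature exposure to compound; kinetic three-point read at one-minute spacing.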
JMJD2A Tudor inh = JMJD2A Tudor domain (human) inhibition; O75164; AlphaScreen JMJD2A-Tudor / H3K4me3 peptide binding; Potency, µM (top dose mostly 114 µM), inactives show top-dose activity change, negative = inhibition, usual class: inhibitors; 390,000 tested, 4.4% active; also: % is scaled to controls: 0 for no effect and ±100 for the full control effect; nearly all actives have a fitted effect of over 50% in size
The depositor's hits bear a star; ? = inconclusive; . = no result given; [ ] = remark or other dose. Calls follow the shape of the dose curve; as a rule, active = well fitted curve in the direction sought with a large enough effect; inconclusive = small, poorly fitted or top-dose-only effect, or another doubt; inactive = no such curve, though single readings can be large; an effect the other way counts as inactive or inconclusive. Potency is read from the fitted curve at half-maximal effect.

Values run as follows: BAZ2B inh	POLH inh	BLM helicase inh	G9a block	POLK inh	POLB inh	Pol iota inh	APE1 inh	JMJD2A Tudor inh
CCN(C(=O)CSc1n[nH]c(-c2ccccc2)n1)c1c(N)n(Cc2ccccc2)c(=O)[nH]c1=O
  15.8%	-0.3%	.	-19.4%[59 µM]	0.0%	.	15.4%	-2.9%	-9.1%
Cc1ccc(C2C=C(c3ccc(F)cc3)Nc3nc(CCCO)nn32)cc1 (stereo unspecified)
  -3.6%	-12.9%	-2.5%	-41.0%[59 µM]	-1.7%	-12.9%	9.0%	.	-19.7%
COc1ccc(C(CNC(=S)NCc2ccccc2)N2CCCC2)cc1 (stereo unspecified)
  -19.0%	?	1.5%	?	-1.9%	-11.5%	188.1%[activator]	3.9%	-8.5%[57.1 µM]
CCN(C(=O)CSc1nnc(Cc2cccc3ccccc23)n1N)C1CCS(=O)(=O)C1 (stereo unspecified)
  17.4%	-9.9%	-7.8%	0.6%[12.7 µM]	-13.3%	4.8%	-11.5%	3.6%	-7.4%
CCCC(c1nnnn1CCC(C)C)N1CCC(C(N)=O)CC1 (stereo unspecified)
  -1.3%	-2.6%	-3.7%	.	-0.2%	14.5%	16.7%	5.3%	2.6%
O=C(N/N=C/c1ccc2c(c1)OCO2)c1cccc(NC(=O)c2ccccc2Cl)c1
  0.1%	-6.3%	-2.0%	4.4%	-2.9%	2.6%	43.8%[activator]	5.3%	-21.1%
Cc1ccnc(NC(=O)CNC(=O)c2ccc(C)s2)c1
  ?	-11.5%	.	-11.2%	0.3%	.	-14.7%	2.5%	0.0%
O=C(OC1CCOC1=O)c1ccc(N2CCCC2)c([N+](=O)[O-])c1 (stereo unspecified)
  ?	-2.4%	-3.9%	-27.1%	0.0%	0.6%	-0.6%	-5.9%	-32.2%
COc1cccc(/C=C/C(=O)OCC(=O)c2ccc(S(=O)(=O)N3CCCCC3)cc2)c1OC
  1.4%	-18.3%	.	-34.9%	-8.3%	.	13.3%	6.6%	-17.1%
CCc1nnc(NC(=O)C2CCN(S(=O)(=O)c3ccc(C)cc3)CC2)s1
  4.5%	-8.2%	-1.4%	11.7%	-2.4%	-2.6%	-7.9%	3.7%	-6.7%

Carrying on.
Values run as follows: BAZ2B inh	POLH inh	BLM helicase inh	G9a block	POLK inh	POLB inh	Pol iota inh	APE1 inh	JMJD2A Tudor inh
COc1ccc(CNc2ccc(S(N)(=O)=O)cc2)cc1
  -2.6%	-10.6%	5.6%	25.4%	-3.0%	7.9%[57.1 µM]	13.3%	12.8%	-5.2%
COc1cc(C(=O)CCc2ccc3c(c2)OCO3)cc(OC)c1OC
  .	-9.8%	.	.	-5.7%	.	-0.1%	.	-1.4%
CCOC(=O)C1CCN(C(=O)c2cc3c(=O)n4cccc(C)c4nc3s2)CC1
  18.1%	-18.4%	0.6%	10.8%	6.7%	24.3%	40.7%[activator]	56.1%[activator]	1.4%
Cc1ccc(S(=O)(=O)c2c(N)n(CCN3CCOCC3)c3nc4ccccc4nc23)cc1C
  1.9%	0.4%	-1.2%	24.0%[12.7 µM]	-19.5%	4.9%	2.9%	4.4%	3.5%
Cc1ccc(NC(=O)CSCc2cc(=O)n3nc(C4CC4)sc3n2)cc1
  -19.6%	3.4%	-4.0%	21.2%	-2.2%	0.9%	26.8%	3.4%	31.6µM*
O=C(CCc1ccccc1)N/N=C/c1cccc(O)c1
  -17.5%	-14.0%	-6.3%	5.4%	-16.3%	-15.1%	-14.2%	2.3%	-7.2%
Cc1[nH]c2ccccc2c1CCNC(=O)c1c(N)no[n+]1[O-]
  ?	-15.0%	-4.8%	?	-2.7%	23.5%	86.1%[activator]	3.0%	-20.6%
COC(=O)N/N=C/c1ccc(-c2ccc(Cl)c(Cl)c2)o1
  -6.6%	2.6%	5.4%	?	-6.2%	3.3%	0.5%	?	-16.4%
CCc1ccc(N2CC(C(=O)OCC(=O)NC3CC3)CC2=O)cc1 (stereo unspecified)
  .	-8.9%	.	.	3.1%	.	-2.6%	-0.5%	-4.1%
CC(C)(C)N(NC(=O)Nc1ccc(Cl)cc1)C(=O)c1ccccc1
  -9.8%	6.9%	-2.5%	-0.1%[12.7 µM]	-4.7%	-0.6%	6.8%	16.0%	2.1%

Later entries.
Values run as follows: BAZ2B inh	POLH inh	BLM helicase inh	G9a block	POLK inh	POLB inh	Pol iota inh	APE1 inh	JMJD2A Tudor inh
CCOc1ccccc1N1C(=O)c2ccc(S(=O)(=O)c3ccc(C(=O)O)cc3)cc2C1=O
  -14.5%	-1.7%	-1.6%	2.8%	10.9%	-0.3%	42.0%[activator]	38.5%	-10.3%
COc1cc(C(=O)Nc2ccccc2C(=O)Nc2ccccn2)cc(OC)c1OC
  22.7%	-19.8%	-10.1%	.	-8.7%	6.4%	16.4%	-2.4%	-11.6%
COc1ccc(/C=C/C(=O)NCc2cccnc2)cc1
  3.2%	-21.0%	3.9%	-3.8%	-3.1%	4.0%	17.9%	1.9%	3.3%
CCN(CC)S(=O)(=O)c1ccc(NC(=O)COC(=O)CNS(=O)(=O)/C=C/c2ccccc2)cc1
  31.0%[activator]	-16.8%	-9.9%	15.0%[59 µM]	-10.0%	26.1%	8.4%	-4.9%	-14.2%
CCCn1c(=O)c(C(=O)Nc2ccccc2)c(O)c2ccccc21
  16.5%	-0.5%	-1.9%	25.6%[59 µM]	-14.5%	1.2%	-6.9%	5.2%	-9.0%
CCN(CC(=O)Nc1c(F)cccc1F)C(=O)c1ccc2c(c1)NC(=O)C(C)S2 (stereo unspecified)
  7.0%	-22.9%	.	3.6%[0.501 µM]	-5.2%	.	16.6%	9.9%	-18.5%
C=CCNC(=O)c1c(Cl)nc(C)c([N+](=O)[O-])c1C
  8.2%	-14.9%	-0.9%	14.8%	-7.3%	5.5%	136.0%[activator]	0.3%	13.6%
Cc1cccc(NCc2nc(SCC(N)=O)n[nH]2)c1
  -6.5%	-8.6%	-2.0%	-35.0%[59 µM]	-14.5%	30.4%[activator]	15.1%	-1.3%	-11.9%
COC(=O)c1nnc(-c2ccccc2)nc1OC
  -0.2%	-18.1%	-3.2%	7.9%[59 µM]	-12.3%	-20.0%	-1.1%	2.2%	6.4%
Cc1[nH]c2ccccc2c1C(=O)C(=O)NCCc1ccc(S(N)(=O)=O)cc1
  3.8%	-6.6%	-9.9%	-7.7%[59 µM]	-4.9%	-1.8%	5.0%	4.7%	-6.7%

Records above marked active in JMJD2A Tudor inh:
Values run as follows: BAZ2B inh	POLH inh	BLM helicase inh	G9a block	POLK inh	POLB inh	Pol iota inh	APE1 inh	JMJD2A Tudor inh
Cc1ccc(NC(=O)CSCc2cc(=O)n3nc(C4CC4)sc3n2)cc1
  -19.6%	3.4%	-4.0%	21.2%	-2.2%	0.9%	26.8%	3.4%	31.6µM*

Next part.
Values run as follows: BAZ2B inh	POLH inh	BLM helicase inh	G9a block	POLK inh	POLB inh	Pol iota inh	APE1 inh	JMJD2A Tudor inh
COCc1ccc(C(=O)N2CCCC(N3CCN(c4ccc(F)cc4)CC3)C2)o1 (stereo unspecified)
  -6.6%	-6.8%	-1.1%	-8.8%	-15.8%	14.3%	14.5%	10.0%	-21.3%
CCCc1c(C(=O)N/N=C/c2c(OC)ccc3ccccc23)nnn1-c1nonc1N
  -2.9%	-7.6%	-0.1%	.	-3.7%	-2.0%	-6.1%	-17.7%	-11.0%
COC(=O)c1ccc(C)c(NS(=O)(=O)c2ccc(OC)cc2)c1
  11.0%	-16.6%	3.9%	-18.8%	0.2%	24.0%	-6.0%	6.6%	-12.9%
CC1(CCc2ccccc2)NC(=O)N(Cc2nnc(-c3ccccc3Br)o2)C1=O (stereo unspecified)
  14.6%	-13.9%	-1.6%	16.1%	-17.1%	?	-8.6%	-0.1%	-15.4%
CSc1nnnn1-c1ccc(Cl)cc1
  9.3%	-6.3%	-0.3%	.	-6.7%	-3.6%	104.0%[activator]	0.0%	8.9%
Cn1c(=O)c2c(nc(CN3CCN(C(=O)c4ccco4)CC3)n2CCCc2ccccc2)n(C)c1=O
  -0.9%	-7.3%	-0.8%	-21.0%	?	-1.3%	-22.6%	7.1%	-23.1%
CC(C)(C)NC(=O)NC(=O)CSc1ncc(C(F)(F)F)cc1Cl
  13.6%	-17.7%	-6.5%	22.9%[12.7 µM]	-8.2%	25.0%	-13.0%	9.2%	?
COC(=O)C1CCN(C(=O)COC(=O)c2cc(-c3cccs3)nn2-c2ccccc2)CC1
  4.2%	-14.5%	.	-10.4%[2.33 µM]	0.0%	.	31.1%[activator]	21.1%	-13.1%
NC(=O)CNC(=O)[C@@H]1CC2(CC(c3ccc(Cl)cc3)=NO2)CN1C(=O)c1ccccc1 (stereo partly specified)
  9.3%[57.1 µM]	0.7%	-0.1%	?	-8.4%	27.5%	11.5%	-5.4%	-11.7%
Cc1ccc(C(=O)NCc2ccncc2)cc1S(=O)(=O)N1CCCCC1
  -5.3%	-11.9%	-1.9%	1.9%	-9.1%	2.2%	29.7%	-0.5%	-12.4%

Only BAZ2B inh, Pol iota inh and JMJD2A Tudor inh, for some of the entries so far:
structure,BAZ2B inh,Pol iota inh,JMJD2A Tudor inh
Cc1[nH]c2ccccc2c1C(=O)C(=O)NCCc1ccc(S(N)(=O)=O)cc1,3.8%,5.0%,-6.7%
COCc1ccc(C(=O)N2CCCC(N3CCN(c4ccc(F)cc4)CC3)C2)o1 (stereo unspecified),-6.6%,14.5%,-21.3%
CCCc1c(C(=O)N/N=C/c2c(OC)ccc3ccccc23)nnn1-c1nonc1N,-2.9%,-6.1%,-11.0%
COC(=O)c1ccc(C)c(NS(=O)(=O)c2ccc(OC)cc2)c1,11.0%,-6.0%,-12.9%
CC1(CCc2ccccc2)NC(=O)N(Cc2nnc(-c3ccccc3Br)o2)C1=O (stereo unspecified),14.6%,-8.6%,-15.4%
CSc1nnnn1-c1ccc(Cl)cc1,9.3%,104.0%[activator],8.9%

Whole records, looked up by structure. Screens in order: BAZ2B inh | POLH inh | BLM helicase inh | G9a block | POLK inh | POLB inh | Pol iota inh | APE1 inh | JMJD2A Tudor inh
`NC(=O)CNC(=O)[C@@H]1CC2(CC(c3ccc(Cl)cc3)=NO2)CN1C(=O)c1ccccc1` (stereo partly specified) is listed as 9.3%[57.1 µM] | 0.7% | -0.1% | ? | -8.4% | 27.5% | 11.5% | -5.4% | -11.7%
`Cc1ccc(C(=O)NCc2ccncc2)cc1S(=O)(=O)N1CCCCC1` is listed as -5.3% | -11.9% | -1.9% | 1.9% | -9.1% | 2.2% | 29.7% | -0.5% | -12.4%

Screening results deposited in PubChem BioAssay by National Center for Advancing Translational Sciences (NCATS).

Some of the compounds tested; rates above refer to the full screens.
